tuberculosis growth – growth inhibition of non-replicating M. tuberculosis (AID 488890) | Mycobacterium tuberculosis non-replicating, growth inhibition; higher % means a stronger effect | inhibition, % at 25 µM, or IC50 in µM where a hit was titrated | hit rate 0.39% among 320,000; in the data active = a potency from the dose series; inconclusive = inhibition mostly from about 82% at the one dose, without a potency; inactive = the rest, 99 in 100 with inhibition below about 76%;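 note: plate controls were DMSO cells for no effect and high antibiotic wells for full effect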
VEEV TC-83 Vero – inhibitors of VEEV TC-83 cytopathic effect, confirmation, Vero cells (AID 588727); Vero cells, VEEV TC-83 cytopathic effect inhibition; higher % means a stronger effect; inhibition, % at 20 µM; hits with a dose series show IC50 in µM; hit rate 0.13% among 350,000; in the data active = a potency from the dose series; inconclusive = inhibition mostly from about 14% at the one dose, without a potency; inactive = the rest, 99 in 100 with inhibition below about 12%; note: strong numbers were not always called active
H1N1 NS1A inhibition – NS1A inhibition, H1N1 influenza, cell based functional assay (AID 504329). NS1A functional cell-based assay, percent inhibition; higher % means a stronger effect. inhibition, % at 12.5 µM; hits with a dose series show IC50 in µM. hit rate 0.3% among 340,000; in the data active = a potency from the dose series; inconclusive = inhibition above about 27% without an active follow-up result; note: strong numbers were not always called active
PhoP GFP inhibition – PhoP regulon inhibitors, Salmonella typhi PhoP promoter GFP reporter, confirmatory (AID 1850); Salmonella Typhi PhoP-promoter GFP reporter, fluorescence, 4 h; higher % means a stronger effect; inhibition, % at 50 µM; hits with a dose series show IC50 in µM; hit rate 0.33% among 310,000; in the data active = a potency from the dose series; inconclusive = inhibition mostly from about 25% at the one dose, without a potency; inactive = the rest, 99 in 100 with inhibition below about 19%;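 note: 0% = induced wells with vehicle and 100% = uninduced wells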
M. tuberculosis HTS – M. tuberculosis growth inhibition, HTS (AID 449762). M. tuberculosis H37Rv growth inhibition, 7H9 media; higher % means a stronger effect. one-dose inhibition, % at 25 µM; IC50 in µM for titrated hits. hit rate 0.59% among 330,000; in the data active = a potency from the dose series; inconclusive = inhibition above about 70% without an active follow-up result;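 note: bacterial growth assessed after seven days of incubation; strong numbers were not always called active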
VEEV TC-83 Vero 10K pilot screen – further read-out of VEEV TC-83 Vero, marked with its call; inhibition, %; measured here: 10K pilot screen inhibition
Starred values were filed as active, the others as inactive; i = inactive; u = inconclusive; x = not tested or not shown. The order is random; overall some 1.4% were active at least once.

SMILES | tuberculosis growth | VEEV TC-83 Vero | H1N1 NS1A inhibition | PhoP GFP inhibition | M. tuberculosis HTS | others
Cc1nn(Cc2ccccc2)c(C)c1C(=O)OCC(=O)c1cc(C)n(C2CC2)c1C | 35% | i | 2% | 12% | 64% | VEEV TC-83 Vero 10K pilot screen=3.7
O=C(CCCCCNc1nc(=S)[nH]c2ccccc12)NCCc1c[nH]c2ccccc12 | 15% | 8.6% | -2% | 0% | u
C#CCOCCOCCOCCNc1nc(N2CCN(C(=O)[C@H]([C@@H](C)CC)n3cc(CCC(=O)O)nn3)CC2)nc(N2CCN(C(=O)[C@H](Cc3ccc(O)cc3)n3cc(CCO)nn3)CC2)n1 | x | 2.1% | -8% | x | x
CC(=O)OCC(=O)[C@@]1(O)CC[C@H]2[C@@H]3CCC4=CC(=O)C=C[C@]4(C)[C@@]3(Cl)[C@@H](Cl)C[C@@]21C | -12% | 1.1% | 1% | -15% | -1%
CCOc1ccccc1CNCCNCC(C)O (configuration not stated) | 22% | 1.2% | 6% | -9% | 1%
O=C(NCCCN1CCOCC1)c1ccc(CS(=O)(=O)c2cccc(C(F)(F)F)c2)o1 | 0% | i | -2% | -3% | 11%
COc1ccc2c(c1)C1NC(=S)NC(C)(O2)C1C(=O)Nc1ccccc1C (configuration not stated) | -5% | 5.6% | 1% | -5% | -8%
O=C(NCCc1ccc(F)cc1)N[C@@H](Cc1ccccc1)C(=O)O | 4% | 1.1% | -4% | 7% | 0%
O=C(CSc1ccc2nnc(-c3ccc(Cl)cc3)n2n1)N1CCCC1 | x | 7.7% | 1% | -15% | -7%
O=C(NC1CCS(=O)(=O)C1)c1cccs1 (configuration not stated) | -26% | 0.6% | 7% | -4% | -6%

The closing 5 compounds of the section above lead into the next.
SMILES | tuberculosis growth | VEEV TC-83 Vero | H1N1 NS1A inhibition | PhoP GFP inhibition | M. tuberculosis HTS | others
O=C(NCCCN1CCOCC1)c1ccc(CS(=O)(=O)c2cccc(C(F)(F)F)c2)o1 | 0% | i | -2% | -3% | 11%
COc1ccc2c(c1)C1NC(=S)NC(C)(O2)C1C(=O)Nc1ccccc1C (configuration not stated) | -5% | 5.6% | 1% | -5% | -8%
O=C(NCCc1ccc(F)cc1)N[C@@H](Cc1ccccc1)C(=O)O | 4% | 1.1% | -4% | 7% | 0%
O=C(CSc1ccc2nnc(-c3ccc(Cl)cc3)n2n1)N1CCCC1 | x | 7.7% | 1% | -15% | -7%
O=C(NC1CCS(=O)(=O)C1)c1cccs1 (configuration not stated) | -26% | 0.6% | 7% | -4% | -6%
O=C(CCSCc1ccccc1Cl)N1CCN(c2cccc(Cl)c2)CC1 | -4% | 9.3% | -6% | 2% | 6%
CCN(C[C@H]1N[C@@](CC)(C(=O)OC)[C@H]2C(=O)N(Cc3ccccc3)C(=O)[C@@H]12)S(=O)(=O)c1ccc(-c2ccccc2)cc1 | 10% | 1.6% | 2% | x | -1%
COc1ccc(CCNC(=O)CCCCC(=O)NCCc2ccc(OC)cc2)cc1 | 0% | 0.5% | 4% | -4% | -7%
CCOC(=O)c1cn2nc(Oc3cccc(F)c3)ccc2n1 | 10% | 1.4% | -2% | -3% | 1%
O=C1/C(=C\c2cccs2)SC(=S)N1C1CCS(=O)(=O)C1 (configuration not stated) | 35% | 3.4% | -6% | -22% | 8%
Cc1ccccc1CN1CCC(n2nccc2NC(=O)CCOc2ccccc2)CC1 | 11% | i | -2% | -34% | 11%
O=C(O)COc1ccccc1/C=N/NC(=O)/C(=C\c1ccc2c(c1)OCO2)NC(=O)c1ccccc1 | -9% | 4.3% | -5% | 7% | 2%
CCOc1ccccc1C(=O)Nc1nnc(CC)s1 | 20% | 3.0% | -2% | 2% | 1%
NC(=O)[C@@H]1CCCNc2c(I)cc([N+](=O)[O-])cc2C(=O)N[C@@H](CCCN=C(N)N)C(=O)N[C@@H](CCCN=C(N)N)C(=O)N1 | u | x | x | 3% | u
COc1ccc(C2C(O)C(c3c[nH]c4ccccc34)=NN2C(=O)CCl)cc1 (configuration not stated) | u | 1.9% | 13% | -24% | u
COc1ccc(C2OC34CCCCC3C(C#N)(C#N)C2(C#N)C(=N)O4)cc1 (configuration not stated) | 6% | 1.7% | -1% | 13% | 4%
Cn1c(=O)c2c(nc(NCc3ccco3)n2Cc2ccc(Cl)cc2Cl)n(C)c1=O | 8% | i | 2% | -1% | -3%
CCOC(=O)CSc1nnc2c3ccccc3n(C)c2n1 | 54% | 0.7% | 2% | 3% | 9%
Cc1ccc(/C=C2/SC(=Nc3ccc(F)cc3)NC2=O)s1 | -13% | i | -9% | -31% | -1%
Nc1cc(N)c(OCC(F)(F)F)cc1OCC(F)(F)F | 4% | 7.8% | 12% | -6% | 3%
O=c1[nH]cnc2c1C(c1ccc(Cl)cc1)c1c(nc[nH]c1=O)O2 | -3% | i | -218% | 3% | -3%
CC(=O)Nc1cc(C(=O)CSc2nnc(C3CC3)n2C2CC2)ccc1O | -3% | 0.9% | 5% | x | -14%
CCN(CC)CCOc1ccc2nc(N(C)C)sc2c1 | x | 0.2% | 2% | -7% | -6%
CCC(=O)c1ccc(OC(=O)c2cccs2)cc1 | u | 4.8% | -6% | 9% | 33%
C=CCNC(=S)N/N=C(\C)c1cccc(OC)c1 | u | 0.1% | 14% | -1% | u
CN(C)CCCN(C(=O)COc1ccc(Cl)cc1)c1nc2cc3c(cc2s1)OCO3 | -1% | u | 13% | -12% | 1%
COc1ccccc1NS(=O)(=O)c1ccc(C(=O)NCCCN2CCCC2=O)cc1 | -2% | i | -17% | x | -9%
Cc1cc(C)c(S(=O)(=O)Nc2nnc(CC(C)C)s2)c(C)c1 | 39% | 3.1% | -2% | -3% | 13%
CCOC(=O)N1CCN(S(=O)(=O)c2ccc(OC)cc2)CC1 | 6% | 0.9% | -6% | -10% | 7%
COc1ccccc1CNC(=O)CCCn1nc(C)c2c(C)n(-c3ccc(C)cc3)nc2c1=O | 31% | 4.2% | 3% | 5% | -4%
Cc1cc2ccccc2c(=O)n1CC(=O)NCC1COc2ccccc2O1 (configuration not stated) | -15% | 1.5% | 3% | 6% | -2%
CCOC(=O)c1c(S(=O)(=O)NCC(=O)Nc2ccccc2)c(C)n(C)c1C | -4% | 1.5% | 0% | 6% | 1%
O=C(CN1C(=O)C(=O)N(Cc2ccco2)C1=O)c1c[nH]c2ccccc12 | 14% | 0.3% | -7% | 0% | 4%
CC(CNC(=O)CN1C(=O)COc2ccc(S(=O)(=O)N3CCCCC3)cc21)c1ccccc1 (configuration not stated) | 17% | 3.3% | 8% | -18% | -6%
CCN1CCN(C(=O)c2ccc(Cl)c(S(=O)(=O)N3CCCCC3)c2)CC1 | -7% | 1.8% | 0% | -9% | -12%
COc1ccc(-c2nc(=S)c3c([nH]2)Oc2ccc(C)cc2C3)cc1O | -23% | 1.0% | 11% | -9% | 7%
COc1ccc(N2C(=O)CC2(C#N)c2ccc(OCc3ccccc3)cc2)cc1 (configuration not stated) | 20% | 3.1% | -5% | -3% | 0%
COc1ccc(Cl)cc1NC(=O)CSc1sc2c(O)cc(=O)[nH]c2c1C#N | 0% | 4.4% | 0% | -4% | -5%
Cc1ccc(S(=O)(=O)N2CCN(c3ccc(C(=O)N4CCOCC4)cc3[N+](=O)[O-])CC2)cc1 | -3% | i | 4% | -7% | 2%
C=CCn1c(CCNC(=O)c2ccc(Cl)c(Cl)c2)nnc1SCCOc1ccc(OC)cc1 | 28% | 6.0% | -6% | 0% | -3%
Cc1cc(O)cc(O)c1C(=O)Cc1cnn(-c2ccccc2)c1 | 12% | 6.9% | 3% | 6% | 3%
COc1ccc(C(=O)NC2CCN(C(=S)Nc3cccc(C)c3C)CC2)cc1 | -12% | 0.7% | -2% | 20% | -1%
CC(C(=O)N1CCCCCC1)c1ccc([N+](=O)[O-])cc1 (configuration not stated) | 7% | 0.3% | -9% | 3% | 6%
Cn1c(CC(=O)Nc2ccccc2)n[nH]c1=S | -5% | 0.7% | 7% | -6% | -8%
CCOc1cc2c(cc1OCC)-n1cccc1C(c1ccccc1OC)NC2 (configuration not stated) | 4% | i | 9% | 7% | 1%
CC(C)(C)SCCNC(=O)c1ccc(CN2CCc3ccccc3C2)cc1 | 15% | 0.7% | -4% | 0% | 3%
CCOc1ccc(CCN2C(=O)c3ccc(C(=O)O)cc3C2=O)cc1OCC | -9% | 0.2% | 0% | -3% | -2%
COc1ccc(OC)c(NC(=O)c2cc(S(=O)(=O)N(C)C)ccc2N2CCCC2)c1 | 14% | 9.2% | -3% | 6% | 7%
CN(CCc1ccccn1)C(=O)c1cccnc1Oc1ccc(Cl)cc1 | 0% | 1.1% | -16% | 3% | 4%
COc1ccc(-c2nnn(CC(=O)N(Cc3ccccc3Cl)C(C(=O)NCC3CCCO3)c3ccco3)n2)cc1 (configuration not stated) | -2% | i | 0% | -7% | -2%
CCC(=O)Nc1cc(=O)[nH]c2ncnn12 | 2% | 4.8% | 4% | -7% | -3%
Cn1nc(C(=O)Nc2ccc(Br)cc2)cc1C(=O)Nc1ccc(Br)cc1 | -5% | 0.5% | -2% | -2% | 11%
CCOC(=O)c1cc2c3ccccc3n(CC)c2nc1N | -11% | 5.7% | -6% | -6% | 8%
CCOc1ccc2nc(NS(=O)(=O)c3ccc4c(c3)n(C)c(=O)n4C)sc2c1 | 7% | i | -2% | 2% | -2% | VEEV TC-83 Vero 10K pilot screen=0.5
Cc1nc2cc3nc(C)sc3cc2s1 | 17% | 0.6% | -4% | -6% | -1%
Further compounds
SMILES | tuberculosis growth | VEEV TC-83 Vero | H1N1 NS1A inhibition | PhoP GFP inhibition | M. tuberculosis HTS | others
C=CCN1C(=S)N[C@@H]2CS(=O)(=O)C[C@@H]21 | -9% | 0.8% | x | 2% | 2%
Cc1nn(Cc2c(Cl)cccc2Cl)c(Cl)c1/C=C/C(=O)OCC(=O)NCC(F)(F)F | -1% | 1.3% | -6% | 7% | -4%
COCC1CCN(C(=O)C2CCC(=O)N(CC3CCCCC3)C2)CC1 (configuration not stated) | 0% | 0.0% | 7% | -4% | 1%
COC(CNC(=O)c1ccc2c(c1)nc(C)n2-c1ccc(F)c(F)c1)OC | -11% | 4.2% | -4% | -2% | -14%
N#C/C(=C/Nc1ccccc1C(=O)O)C(N)=O | -11% | i | 11% | 0% | -1%
CCOc1ccc(-c2c(C(=O)N/N=C/c3cccs3)nnn2-c2nonc2N)cc1 | -8% | 5.1% | 0% | 6% | 4%
Cc1cc(C)c2c(CC(=O)O)coc2c1 | 4% | 1.2% | 10% | -8% | 3%
S=c1[nH]cc(-c2ccccc2)[nH]1 | 22% | 1.9% | -26% | 9% | u
CS(=O)(=O)n1nc(-c2ccco2)nc1N | -3% | i | 3% | 2% | -1%
O=c1cc(N2CCCCCC2)[nH]c(=O)n1-c1ccc(Cl)cc1 | 2% | 1.1% | 27% | 8% | -6% | VEEV TC-83 Vero 10K pilot screen=0.4
O=C(NCc1ccco1)C1CC(=O)N(CCc2ccccc2)C1 (configuration not stated) | 1% | i | 1% | -2% | -7%
CC(C)N(C)C(=O)C(=O)c1cccn1-c1cccc(Cl)c1C#N | -5% | 0.4% | 2% | -2% | 1%
CSc1ccc(C(C(C(=O)c2cccs2)N2CCOCC2)N2CCOCC2)cc1 (configuration not stated) | 42% | 0.5% | -3% | 8% | -2%
O=C(Cn1nc(-c2ccc(Cl)cc2)ccc1=O)NCCN1CCOCC1 | x | 1.0% | 1% | 4% | -5%
Cc1c(-c2csc(N)n2)c2ccccc2n1C | 11% | i | 22% | -5% | -10%
CCOC(=O)c1cc(C(=O)c2cccs2)n2ccc(C(C)=O)cc12 | 6% | 6.9% | -16% | 1% | u
COc1cc(C(=O)NCC(=O)NC(C)c2ccc(-n3ccnc3)cc2)cc(OC)c1OC (configuration not stated) | -11% | 4.8% | -16% | -2% | 1%
CN(CC(=O)NCCN1CCN(c2ccccc2)CC1)S(=O)(=O)c1ccc2c(c1)CCC(=O)N2 | 6% | 0.5% | -4% | -9% | -13%
CCN1C[C@]2(COC)CC[C@H](O)[C@@]34C5C[C@@H]6[C@@H](OC)C[C@@](O)(C5[C@H]6O)[C@](O)([C@@H](OC)C23)[C@@H]14 (some centres not stated) | -17% | 1.2% | 2% | 8% | -13%
O=C(CSc1nnc2c(Cl)cc(Cl)cn12)N1CCN(c2ccc(F)cc2)CC1 | -6% | 2.8% | 2% | -1% | 4%
N#Cc1ccc(NC(=O)COC(=O)CNC(=O)C2CCCCC2)cc1 | 5% | 1.1% | 8% | 2% | 3%
